Screening data from PubChem BioAssay.
G9a inh: blocks human histone lysine methyltransferase G9a | Q96KQ7 | G9a H3K9 monomethylation, AlphaScreen, 2 h | Potency, µM (titrated, usually from 102 µM), inactives show at the top dose activity, negative = inhibition, usual class: inhibitors | actives 8.8% (n = 350,000) | AID 504332; further: potency means the concentration at half of the fitted maximal effect; on the % scale 0 is the no-effect control and ±100 the full control effect; nearly all actives have a fitted effect of over 75% in size
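Compounds were preincubated with 20 nM G9a for 15 min, after which biotinylated H3K9 peptide (500 nM) and SAM (20 uM) started a 2 h room-temperature reaction. Monomethylated product was quantified by antibody-based AlphaScreen chemiluminescence.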
JMJD2A Tudor: inhibitors of human JMJD2A Tudor domain. O75164. AlphaScreen JMJD2A-Tudor / H3K4me3 peptide binding. Potency, µM (doses to about 114 µM), for the others: at the highest dose activity change, negative = inhibition, usual class: inhibitors. actives 4.4% (n = 390,000); further: potency means the concentration at half of the fitted maximal effect; on the % scale 0 is the no-effect control and ±100 the full control effect; nearly all actives have a fitted effect of over 50% in size
GLS inhibitor: inhibitors of human glutaminase (GLS) | actives 0.21% (n = 410,000) | O94925 | Potency, µM (doses to about 45.5 µM), inactives show at the top dose activity change, negative = inhibition, hits mostly inhibitors | GLS enzymatic activity, qHTS titration; further: potency means the concentration at half of the fitted maximal effect; on the % scale 0 is the no-effect control and ±100 the full control effect
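Read-out is an Amplex red fluorescence increase coupled through glutamate oxidase and HRP, measured before and after 30 min room-temperature incubation. hKGA is in 45 mM KH2PO4 (pH 8.2) with 0.02% Tween-20; glutamine added as 1mM solution.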
PI4K2A block: inhibitors of human PI4K2A | Q9BTU6 | purified PI4K2A, ADP-Glo luminescence, 1 h; active compounds read low | activity change, negative = inhibition, % at 76.9 µM | actives 0.13% (n = 420,000) | AID 1346378; in the data active means activity change below about -50%; inconclusive means mostly about -30% to -49%;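 further: -100% = wells without enzyme as full effect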
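PI4K2A activity was measured by ADP-Glo luminescence: enzyme (4 ug/mL stock) and phosphatidylinositol (1.2 mM stock) in Tris pH 7.5/MgCl2/EGTA/Triton X-100 buffer were reacted with ATP (300 microM stock) for one hour at ambient temperature.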
HP1b binding inh: blocks HP1-beta chromodomain binding to methylated histone tails; AlphaScreen HP1-beta / biotin-H3K9me3 peptide binding; Potency, µM (titrated, usually from 114 µM), for inactives: at the highest dose activity change, negative = inhibition, hits mostly inhibitors; actives 0.56% (n = 390,000); further: potency means the concentration at half of the fitted maximal effect; nearly all actives have a fitted effect of over 70% in size; inactives centre near 23
Target sequence (P83916 whole entry, looked up): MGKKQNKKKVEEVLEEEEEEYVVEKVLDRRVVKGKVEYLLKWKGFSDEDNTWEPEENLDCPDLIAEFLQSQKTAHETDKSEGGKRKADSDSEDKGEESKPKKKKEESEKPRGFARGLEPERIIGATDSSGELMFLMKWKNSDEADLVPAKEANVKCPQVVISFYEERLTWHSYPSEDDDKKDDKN
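HP1-beta protein (50 nM final) preincubated 30 min at room temperature with biotinylated H3(1-18)K9me3 peptide (50 nM) in PBS pH 7.4, 0.01% Tween-20, then compound added for 30 min. AlphaScreen streptavidin donor/nickel chelate acceptor beads (10 ug/mL final), 30 min dark, luminescence read.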
Pin1 inhibitor: blocks the human prolyl isomerase Pin1; Potency, µM (top dose mostly 115 µM), for inactives: at the top dose activity, negative = inhibition, actives largely listed as inhibitors; actives 0.009% (n = 390,000); AID 504891; Pin1 FP peptide displacement, HiFluor488, 10 min; Q13526; active means well fitted inhibition curve with a large enough effect in the polarisation, with a control signal flat, not every such curve was filed as active; inconclusive means small, poorly fitted or top-dose-only effect, or effect the other way, or a change in a side signal; inactive means no such curve, though single readings can be large or run the other way; the % refers to the polarisation; further: potency means the concentration at half of the fitted maximal effect; on the % scale 0 is the no-effect control and ±100 the full control effect
Target sequence (Q13526 whole entry, looked up): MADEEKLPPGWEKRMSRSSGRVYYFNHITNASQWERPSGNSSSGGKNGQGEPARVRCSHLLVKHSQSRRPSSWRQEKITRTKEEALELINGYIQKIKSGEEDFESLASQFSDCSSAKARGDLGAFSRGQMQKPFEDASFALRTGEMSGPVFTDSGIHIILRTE
Tb PGK inh: T. brucei PGK inhibition | Potency, µM (titrated, usually from 57.5 µM), inactives show top-dose activity change, negative = inhibition, hits mostly inhibitors | AID 602233 | PGK/GAPDH coupled, Kinase-Glo luminescence, 60 min | actives 0.043% (n = 380,000); further: potency means the concentration at half of the fitted maximal effect; on the % scale 0 is the no-effect control and ±100 the full control effect; nearly all actives have a fitted effect of over 60% in size
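Recombinant glycosomal PGK reaction used 1,3-bisphosphoglycerate generated in-well by GAPDH (100nM final) in 100mM TEA pH 7.6, 5mM MgCl2, 0.01% Tween-20. After 60 minutes at room temperature, ATP was read by Kinase-Glo Plus luminescence end-point.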
POLH inh: blocks human DNA polymerase eta activity; Potency, µM (top dose mostly 114 µM), without a hit: top-dose activity change, negative = inhibition, actives largely listed as inhibitors; Q9Y253; actives 1.2% (n = 390,000); recombinant Pol eta, fluorescent DNA replication assay; further: potency means the concentration at half of the fitted maximal effect; on the % scale 0 is the no-effect control and ±100 the full control effect
Target sequence (Q9Y253 whole entry, looked up): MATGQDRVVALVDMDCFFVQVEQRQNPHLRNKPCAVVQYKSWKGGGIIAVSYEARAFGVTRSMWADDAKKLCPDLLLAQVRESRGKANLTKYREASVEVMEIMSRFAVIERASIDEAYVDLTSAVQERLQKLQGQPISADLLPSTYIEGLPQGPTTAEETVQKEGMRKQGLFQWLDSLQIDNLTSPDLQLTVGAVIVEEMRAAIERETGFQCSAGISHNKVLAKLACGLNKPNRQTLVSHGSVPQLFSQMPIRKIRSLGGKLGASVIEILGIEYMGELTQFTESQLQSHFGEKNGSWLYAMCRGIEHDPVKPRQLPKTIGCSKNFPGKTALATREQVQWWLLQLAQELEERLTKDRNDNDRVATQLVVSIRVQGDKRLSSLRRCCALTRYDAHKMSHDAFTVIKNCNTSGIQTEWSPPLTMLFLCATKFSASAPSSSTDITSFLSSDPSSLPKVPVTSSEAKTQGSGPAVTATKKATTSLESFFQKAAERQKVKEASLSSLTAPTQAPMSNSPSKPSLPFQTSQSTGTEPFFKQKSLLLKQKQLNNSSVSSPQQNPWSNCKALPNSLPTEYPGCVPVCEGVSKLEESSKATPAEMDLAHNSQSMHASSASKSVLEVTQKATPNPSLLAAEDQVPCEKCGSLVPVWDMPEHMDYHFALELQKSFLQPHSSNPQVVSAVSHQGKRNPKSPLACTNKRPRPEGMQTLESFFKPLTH
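Pol eta at 10 nM preincubated with compounds 15 min at room temperature; reaction started with fluorescent substrate (50 nM final) and read kinetically at 0 and 10 min.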
BAZ2B block: blocks human BAZ2B. Q9UIF8. AlphaScreen BAZ2B-H3K14Ac peptide displacement. actives 4.4% (n = 360,000). AID 504333. Potency, µM (top dose mostly 114 µM), for the others: top-dose activity change, negative = inhibition, most hits filed as inhibitors; further: potency means the concentration at half of the fitted maximal effect; on the % scale 0 is the no-effect control and ±100 the full control effect; nearly all actives have a fitted effect of over 60% in size
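Complex of BAZ2B and biotin-H3K14Ac (50 nM apiece) forms over 30 min at RT, then faces library compounds up to 110 uM for another 30 min; AlphaScreen beads added, 20 min dark incubation, luminescence read.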
* hit, by the source's call; i = inactive; ? = inconclusive; . = not tested or not shown; & = joins results of further samples; [ ] = dose if it differs, or a comment. Unless noted, the call rests on the fitted dose curve; in most records, active means well fitted curve in the direction sought with a large enough effect; inconclusive means small, poorly fitted or top-dose-only effect, or another doubt; inactive means no such curve, though single readings can be large; an effect the other way counts as inactive or inconclusive. Some of the compounds tested; count on the stated rates, not on these rows.

SMILES	G9a inh	JMJD2A Tudor	GLS inhibitor	PI4K2A block	HP1b binding inh	Pin1 inhibitor	Tb PGK inh	POLH inh	BAZ2B block
COc1ccc(-c2nnc(SCC(=O)N3CCCCC3)o2)cc1OC	-27%	-13%	-5%	2	18%	-5%	-5%	-11%	-2%
Cc1cc(C(F)(F)F)nc(-n2cc(-c3cccc(N)c3)nn2)n1	-2%	3%	-8%	2	30%	-9%	6%	-13%	-13%
CC(=O)Nc1ccccc1OCC(O)CS(=O)(=O)c1ccc(C(F)(F)F)cn1 (centres undefined)	23%	-3%	-3%	1	44%[activator]	1%	i	2%	3%
Cc1cc(C)n(-c2cccc3cccnc23)n1	-30%[12.7 µM]	-13%	-2%	7	28%	0%	-5%	-2%	4%
Cc1ccn2c(-c3csc(Nc4ccc(C(=O)O)cc4)n3)c(C)nc2c1	.	.	-18%	-3	.	.	-4%	2%	.
N/C(CCS(=O)(=O)c1ccc(Cl)cc1)=N\OC(=O)c1ccccc1C(F)(F)F	1%	-9%	-1%	1	-2%	-12%	0%	-4%	1%
CN(C)c1ccc(C(=O)C=Cc2ccc([N+](=O)[O-])cc2)cc1	.	.	-2%	8	.	.	0%	-4%	.
Cc1ccc(-n2c(=O)c3c(C)c(C)sc3n(CC(=O)c3ccc(Cl)cc3)c2=O)cc1C	7%[59 µM]	-11%	0%	-1	15%	30%[activator]	-9%	1%	4%
Cc1nnc(N/N=C/c2ccc(O)c([N+](=O)[O-])c2)[nH]c1=O	13%[59 µM]	3.2µM*	10%	0	5%	-4%	-11%	-24%	-5%
CCCCCC(=O)Nc1sc(C)c(C)c1C#N	3.2µM*	-9%	-4%	4	?	0%	-8%	-7%	-29%
CCC(C)CCN1C(Nc2ccccc2)=NC[C@@H]1Cc1ccccc1 (some centres undefined)	-49%	-29%	0%	1	20%	-1%	-9%	-4%	-21%
Nc1nnn(CC(=O)N/N=C/c2ccc(O)cc2)n1	.	-6%	4%	3	7%	-1%	7%	2%	-3%
COc1cc(/C=C/C(=O)O)cc(OC)c1O	.	-5%	54%[activator]	2	21%	0%	-9%	-8%	.
Brc1ccc(C2Nc3cccc4cccc(c34)N2)o1	20µM*	?	28%	-19	?	?	-10%	-8%	?
Brc1c(CSc2nnc(-c3ccco3)o2)nc2ccccn12	-17%[59 µM]	-12%	-1%	-2	40%	0%	-4%	-2%	-6%
COc1ccc(C(=O)Nc2nnc(S(=O)(=O)N3CCCCCC3)s2)cc1OC	?	-3%	19%&21%	3&-2	?	10%&1%	-8%&-4%	1%&1%	-4%
COc1ccc(NC(=O)CN2C(=O)COc3ccc(S(=O)(=O)N4CCOCC4)cc32)cc1Cl	0%&-24%[59 µM]	-21%&-13%	7%&-10%	2&2	12%&50%	-2%&-15%	-8%&11%	-20%&-10%	-2%
CCOCCN1CCN(c2c3c(nc4cc(-c5ccc(F)cc5)nn24)CCC3)CC1	17%	-1%	-2%	-7	53%[activator]	0%	-6%	-20%	9%
N#Cc1ccc(OC(=O)Cc2ccsc2)cc1	3%[12.7 µM]	0%	7%	11	61%[activator]	-3%	-6%	-14%	-28%
CCOc1ccc(CCNC(=O)COC(=O)c2nc(Cl)ccc2Cl)cc1OCC	-10%[0.501 µM]	-14%	10%	-9	-10%	8%	-6%	-9%	-4%
COc1ccccc1NC(=O)C1=C(C)Nc2nnnn2C1c1ccc(C(F)(F)F)cc1 (centres undefined)	-18%[59 µM]	-9%	-5%	3	23%	17%	-6%	0%	-9%
Cc1cccc(N2CCN(C(=O)CN3C(=O)C4CC=CCC4C3=O)CC2)c1C (centres undefined)	-3%	0%	-5%	1	32%	-6%	-8%	-3%	-16%
CC1Cc2ccccc2N1C(=O)CSc1nnc(-c2ccc(S(=O)(=O)N3CCCC3)cc2)n1C (centres undefined)	-19%[59 µM]	-13%	3%	-3	21%	0%	-3%	-16%	-8%
COC(=O)C[C@@H]1C[C@H]2c3cc(NS(C)(=O)=O)ccc3O[C@H]2[C@H](CO)O1	.	.	-1%	3	.	.	5%	-1%	.
CCn1c(COc2cccc(OC)c2)nnc1SCC(=O)Nc1cc(OC)ccc1OC	-8%[59 µM]	-35%	0%	1	0%	-2%	-3%	-15%	-12%
COc1ccc(C)cc1NC(=O)c1ccc2c(SCC(=O)O)c3c(nc2c1)CCCC3	-29%[59 µM]	-10%&-24%	8%&5%	0&-3	12%&10%	2%&-8%	-7%&-2%	12%&-8%	-25%&-28%
COC(=O)NCC1(C)CC(NC(=O)OC)CC(C)(C)C1 (centres undefined)	?	-19%	1%	6	45%	-3%	2%	-10%	16%
Cc1ccc(O)c(C2=NCCNC(C(F)(F)F)=C2)c1	?	18%	28%	4	0%	?	3%	4%	-8%
O=C(Nc1ccccc1F)N1CCc2ccccc2C1	56%[activator]	6%	-3%	-5	75%[activator]	-14%	-8%	-6%	-4%
COc1cc(C2C(C(C)=O)=C(O)C(=O)N2CCc2ccc(OC)c(OC)c2)ccc1O (centres undefined)	-36%[59 µM]	-13%	35%[activator]	-3	16%	3%	1%	1%	?
O=C(Nc1nn[nH]n1)c1cccc(Oc2ccccc2)c1	40µM*	?	-5%	-9	30%	1%	-2%	-13%	12%
COc1ccccc1NC(=O)COC(=O)CC(C)(C)CC1=NS(=O)(=O)c2ccccc2N1	5%[59 µM]	-14%&-7%	10%&7%	2&2	19%&53%	-11%&0%	-10%&7%	6%&-13%	-6%&1%
CC1CCCCC12NC(=O)N(CC(=O)N1CCN(C(=O)c3ccco3)CC1)C2=O (centres undefined)	13%[12.7 µM]	-3%	-3%	2	35%	-3%	-4%	-3%	-9%
Cc1cccn2c(=O)c3cc(C(=O)N(Cc4ccccc4)C(C)C)sc3nc12	91%[activator][59 µM]	78%[activator]	1%	-3	139%[activator]	11%	.	.	94%[activator]
COc1ccc(Cc2nnc(Cl)c3ccccc23)cc1OC	50µM*	-10%	2%	-1	10%	-6%	i	-17%	-35%
CC(C)[C@H](N[C@@H](C)c1ccccc1)c1c(O)ccc2ccccc12	-4%[59 µM]	0%	-7%	1	53%[activator]	-1%	-9%	2%	11%[0.457 µM]
CCCCOc1ccc(/C=N/NC(=O)C2CCCNC2=O)cc1 (centres undefined)	.	-2%	1%	-4	46%	0%	5%	-7%	1%
O=C(Nc1ccc(N2CCOCC2)c(S(=O)(=O)Nc2ccccc2Cl)c1)c1ccc(=O)[nH]n1	.	-27%	10%	0	13%	3%	-9%	?	.
COc1ccc2cc(CCNC(=O)c3cccs3)c(=O)[nH]c2c1	-7%	-1%	-5%	1	28%	-1%	-3%	-11%	-2%
CC(C)n1c(=S)[nH]c2cc(C(F)(F)F)ccc21	?	-17%	10%	-3	16%	-4%	-8%	6%	-15%
S=C(NCCc1ccc(Cl)cc1)NC1CCCC1	30%[12.7 µM]	-23%	0%	8	22%	-2%	1%	-11%	-5%
Cc1cc(C)c(C)c(S(=O)(=O)Nc2cccnc2)c1C	.	-11%	0%	-3	19%	-10%	-2%	0%	.
COc1cc(NC(=O)CSc2nc(-c3ccc(C)cc3)nc3c2Cc2ccccc2O3)cc(OC)c1	-15%[59 µM]	-11%	-9%	-1	69%[activator]	-4%	i	-17%	-11%
O=C(NCc1ccccc1Cl)c1ccc(CS(=O)(=O)c2ccc(Br)cc2)o1	-22%[59 µM]	-10%	-2%	-4	12%	?	-7%	-5%	-12%
O=C(c1cc(-c2cccnc2)nc2ccccc12)N1CCN(S(=O)(=O)c2ccc(Cl)s2)CC1	.	-18%	2%	6	15%	0%	-8%	-18%	.
CCNC(=O)c1ccc2nc(Cc3ccccc3)oc2c1	3%[59 µM]	-6%	-4%	-4	12%[57 µM]	-4%	-8%	-13%	-3%
Cc1ccccc1-c1nnc(SCC(=O)NC2CCCCC2)o1	0%[59 µM]	5%	-3%	4	45%[activator]	2%	-2%	-16%	1%
Cc1cccc(C(=O)NNC(=O)CSc2nnc(C(C)C)n2C)c1	-9%	-10%	8%	2	4%	6%	8%	-1%	-16%
CCS(=O)(=O)c1ccc2c(c1)N(S(=O)(=O)c1cccs1)CC(C(=O)O)O2 (centres undefined)	16%	-20%	-2%	2	5%	-10%	i	-12%	-3%
O=C(COc1cccnc1[N+](=O)[O-])Nc1cc(S(=O)(=O)N2CCCCC2)ccc1Cl	-8%[59 µM]	-16%	-4%	-6	55%[activator]	2%	i	-6%	9%
Cn1c(N)c(C(=O)CSc2nnc(-c3ccccc3F)n2C2CC2)c(=O)n(C)c1=O	6%	3%	-2%	-1	21%	5%	6%	-19%	0%
Cc1cccc(NC(=O)CCS(=O)(=O)c2cc3c(cc2Cl)NC(=O)CO3)c1	17%	16µM*	3%	-6	13%	-7%	-2%	-9%	-14%
COc1ccc(-n2nc(C(=O)N3CCN(c4ccc(F)cc4)CC3)c3c4ccccc4n(C)c3c2=O)cc1	-1%[59 µM]	-1%	-5%	4	30%	3%	.	.	.
C=CCNC(=O)c1onc(CSc2ccc(C(C)C)cc2)c1C(=O)O	11%[0.501 µM]	-3%	11%	-4	29%	1%	-4%	4%	?
COc1ccc(C2N(c3ccccc3)CCN2c2ccccc2)cc1O	?	?	-6%	2	?	0%	-5%	-25%	?
COC(=O)c1cc(=O)n(Cc2ccc3c(c2)OCO3)c(=Nc2ccc(F)cc2)s1	?	?	1%	2	-1%	-8%	i	-14%	?
